PLC-beta3 inh – inhibitors of human phospholipase C beta3; Q01970; Purified PLC-beta3, fluorogenic substrate, fluorescence; AID 720704; inhibition, % at 12.2 µM; 0.18% of 370,000 active; in the data active means inhibition above about 11%;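 further: 0% = median of compound wells on plate and 100% = full blocker control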
PLC-gamma1 inh – inhibitors of human phospholipase C gamma1 | P19174 | purified PLC-gamma1, fluorogenic substrate, fluorescence | inhibition, % at 12.2 µM | 0.84% of 370,000 active; in the data active means inhibition above about 9.5%
SIAE primary – human SIAE inhibition, primary screen | SIAE FP-Rh probe binding, fluorescence polarization | inhibition, % at 9.66 µM | Q9HAT2 | 0.69% of 370,000 active;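 active means inhibition above a cutoff: mean of compounds within the control limits plus 3 SD of those, cut at about 17% in these data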;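 further: 0% = plate median of compound wells and 100% = probe without SIAE protein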
DDE Tn6 FP inh – inhibitors of Tn6 peptide binding to human fibrin DD(E) | Fibrin DD(E) TRITC-Tn6 fluorescence polarization displacement | AID 720509 | inhibition, % at 8.3 µM | 0.21% of 370,000 active;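 active means inhibition above a per-campaign cutoff: mean of compounds within control limits plus 3 SD, cut at about 15% in these data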;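 further: 0% = median of all compound wells on the plate and 100% = blocking peptide control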
Target sequence (P02675 whole entry, looked up): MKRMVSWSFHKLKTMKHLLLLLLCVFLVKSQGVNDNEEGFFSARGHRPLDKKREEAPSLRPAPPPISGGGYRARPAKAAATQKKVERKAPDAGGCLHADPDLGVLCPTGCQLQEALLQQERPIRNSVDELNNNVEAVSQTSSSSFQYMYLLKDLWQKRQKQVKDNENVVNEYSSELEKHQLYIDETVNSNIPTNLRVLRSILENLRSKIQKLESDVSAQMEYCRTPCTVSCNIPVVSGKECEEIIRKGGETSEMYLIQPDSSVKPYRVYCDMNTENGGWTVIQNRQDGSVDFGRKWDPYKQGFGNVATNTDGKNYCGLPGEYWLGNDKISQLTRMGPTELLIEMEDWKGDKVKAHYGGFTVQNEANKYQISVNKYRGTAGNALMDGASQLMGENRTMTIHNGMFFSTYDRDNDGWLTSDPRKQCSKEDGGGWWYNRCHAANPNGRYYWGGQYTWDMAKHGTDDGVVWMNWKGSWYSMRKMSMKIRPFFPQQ
ADAM17 inh – inhibitors of human ADAM17. inhibition, % at 6.95 µM. recombinant ADAM17, EDANS/DABCYL FRET peptide cleavage. P78536. 0.83% of 370,000 active;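 active means inhibition above the mean of compounds lying between control limits plus 3 SD, set per campaign, cut at about 8.5% in these data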;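 further: 0% = DMSO-only wells as the low control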
ARFGAP1 inh – inhibitors of rat ARFGAP1; Arfgap1-stimulated ARF1 GTP hydrolysis, GDP FP detection; 0.26% of 360,000 active; AID 651572; Q62848; inhibition, % at 16.5 µM;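 active means inhibition above a per-plate limit, mean inhibition of low control wells plus 3 SD, cut at about 25% in these data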;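 further: 0% = DMSO wells with enzyme and 100% = wells lacking Arfgap1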
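material = rat Arfgap1 catalytic domain, aa 1-136 | also added = human ARF1(Δ1-17)-GTP substrate | compound dosing = one concentration, 16.5 µM, DMSO 1.26% | times = GTP hydrolysis reaction 2 h at 25 °C | measured by = FP, GDP Alexa 633 tracer displaced from anti-GDP antibody, 620/688 nm | evaluation = percent inhibition of Arfgap1-stimulated GTP hydrolysis | replication = single well per compound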
Tn7 DDE FP – DD(E)-Tn7 binding inhibition, primary FP screen; FP displacement of FITC-Tn7 peptide from fibrin DD(E); 0% = median of compound wells per plate; inhibition, % at 8.3 µM; P02675; 0.13% of 370,000 active;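 active means inhibition above the mean of compounds falling within the control limits plus 3 SD of them, cut at about 14% in these data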;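 further: 0% = plate median of compound wells and 100% = 10 µM Aha-Tn7 peptide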
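assay system = human clot-derived fibrin DD(E) complex | quantity = Fibrin-DD(E) at 2 µM final | timing = 10 min preincubation, 3 h with tracer, room temperature | signal = fluorescence polarization | measure = percent inhibition | benchmarks = high control wells with 10 µM unlabelled Aha-Tn7 peptide (full inhibition) | replicates = singlicate testing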
ADAM10 inh – inhibitors of human ADAM10; O14672; recombinant ADAM10, EDANS/DABCYL FRET peptide cleavage, 3 h; inhibition, % at 7 µM; 0.62% of 370,000 active;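 active means inhibition above a per-campaign cutoff equal to the mean of compounds falling between control-based bounds plus 3 SD, cut at about 20% in these data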;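 further: 0% = DMSO wells while the 100% control is not disclosed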
TDP2 inh – TDP2 (human) inhibition, absorbance primary screen; O95551; recombinant TDP2, T5PNP hydrolysis, p-nitrophenol absorbance 415 nm; inhibition, % at 12.8 µM; 0.34% of 370,000 active; AID 720702;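 active means inhibition above the mean of all tested compounds plus 3 SD, set per campaign, cut at about 25% in these data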;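 further: 0% = DMSO with enzyme and 100% = buffer with substrate but no TDP2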
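System: recombinant human TDP2 / Amount: 120 nM TDP2 per well / Also added: 5 mM T5PNP chromogenic substrate / Doses: 12.8 µM single point, 1% DMSO / Incubation: 2 h at 37 °C / Detection: p-Nitrophenol epi absorbance / Evaluation: % inhibition relative to enzyme-containing and enzyme-free wells / Repeats: singlicate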
ASAP1 GAP inh – inhibitors of human ASAP1 ArfGAP activity. 0.19% of 360,000 active. Q9ULH1. inhibition, % at 16.5 µM. ASAP1-stimulated ARF1 GTP hydrolysis, GDP FP detection. AID 624377; in the data active means inhibition above about 25%;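 further: 0% = vehicle with enzyme and substrate and 100% = no enzyme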
Target sequence (Q9ULH1 325-724 limits assumed): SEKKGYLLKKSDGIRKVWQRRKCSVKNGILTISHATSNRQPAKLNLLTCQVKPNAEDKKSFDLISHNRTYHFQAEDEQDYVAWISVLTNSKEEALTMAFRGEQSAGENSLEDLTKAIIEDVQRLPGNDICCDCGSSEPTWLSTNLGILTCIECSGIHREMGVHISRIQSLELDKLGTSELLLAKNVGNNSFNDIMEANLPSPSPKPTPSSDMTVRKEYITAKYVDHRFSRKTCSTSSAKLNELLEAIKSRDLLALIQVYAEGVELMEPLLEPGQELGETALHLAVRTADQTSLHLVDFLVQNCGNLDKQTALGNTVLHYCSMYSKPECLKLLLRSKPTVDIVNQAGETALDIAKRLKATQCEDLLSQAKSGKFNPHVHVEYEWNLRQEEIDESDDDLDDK
The depositor's hits bear a star.

How did O=C(O)CNC(=O)C(Cc1ccccc1)NC(=O)OCc1ccccc1 (stereo not given) do in these assays?
PLC-beta3 inh: -2; PLC-gamma1 inh: -2; SIAE primary: -3; DDE Tn6 FP inh: 6; ADAM17 inh: -3; ARFGAP1 inh: -2; Tn7 DDE FP: -2; ADAM10 inh: -2; TDP2 inh: -11; ASAP1 GAP inh: -3

What do the screens show for `O=C1c2ccccc2C(=O)N1Cc1nc2ccccc2o1`?
PLC-beta3 inh: -3; PLC-gamma1 inh: 3; SIAE primary: 7; DDE Tn6 FP inh: -2; ADAM17 inh: 1; ARFGAP1 inh: -8; Tn7 DDE FP: 4; ADAM10 inh: -1; TDP2 inh: -4; ASAP1 GAP inh: 9

Results for Cc1ccoc1C(=O)NCc1occc1C(=O)O ?
PLC-beta3 inh: -4; PLC-gamma1 inh: -4; SIAE primary: 1; DDE Tn6 FP inh: 2; ADAM17 inh: -3; ARFGAP1 inh: -9; Tn7 DDE FP: 7; ADAM10 inh: 0; TDP2 inh: 8; ASAP1 GAP inh: 3

What do the screens show for `CCN(CC(=O)Nc1ccccc1C(F)(F)F)C(=O)c1cc(-c2cccs2)nn1-c1ccccc1`?
PLC-beta3 inh: -5; PLC-gamma1 inh: 0; SIAE primary: 0; DDE Tn6 FP inh: 0; ADAM17 inh: -4; ARFGAP1 inh: -19; Tn7 DDE FP: -2; ADAM10 inh: -1; TDP2 inh: 2; ASAP1 GAP inh: -7

How did O=C(NNC(=O)c1ccccc1F)c1ccc(NS(=O)(=O)c2ccc(F)cc2)cc1 do in these assays?
PLC-beta3 inh: 1; PLC-gamma1 inh: 4; SIAE primary: -1; DDE Tn6 FP inh: -1; ADAM17 inh: -3; ARFGAP1 inh: 5; Tn7 DDE FP: 4; ADAM10 inh: -2; TDP2 inh: 13; ASAP1 GAP inh: 1

Results for CCOc1nc(-c2ccc(Cl)cc2)nc2ccccc12 ?
PLC-beta3 inh: 9; PLC-gamma1 inh: 8; SIAE primary: -5; DDE Tn6 FP inh: 1; ADAM17 inh: -2; ARFGAP1 inh: 16; Tn7 DDE FP: 7; ADAM10 inh: 0; TDP2 inh: -7; ASAP1 GAP inh: 5

How did O=C(c1ccc(COc2c(F)c(F)c(F)c(F)c2F)o1)N1CCOCC1 do in these assays?
PLC-beta3 inh: 1; PLC-gamma1 inh: -1; SIAE primary: 3; DDE Tn6 FP inh: 2; ADAM17 inh: -4; ARFGAP1 inh: 0; Tn7 DDE FP: 1; ADAM10 inh: 0; TDP2 inh: 2; ASAP1 GAP inh: -11

Results for O=C(CC1(O)C(=O)Nc2cc(Cl)cc(Cl)c21)c1ccccc1O (stereo not given) ?
PLC-beta3 inh: -9; PLC-gamma1 inh: -6; SIAE primary: 0; DDE Tn6 FP inh: -1; ADAM17 inh: -3; ARFGAP1 inh: 1; Tn7 DDE FP: 4; ADAM10 inh: 0; TDP2 inh: 7; ASAP1 GAP inh: -4

What do the screens show for `CC(C)(Cc1ccccc1)NC(=O)C(=O)c1cn(CC(=O)N2CCOCC2)c2ccccc12`?
PLC-beta3 inh: -9; PLC-gamma1 inh: -2; SIAE primary: -6; DDE Tn6 FP inh: -8; ADAM17 inh: 1; ARFGAP1 inh: 9; Tn7 DDE FP: -7; ADAM10 inh: -1; TDP2 inh: -3; ASAP1 GAP inh: 2

What do the screens show for `Cc1ccc(NC(=O)COC(=O)Cc2c[nH]c3ccccc23)cc1`?
PLC-beta3 inh: 4; PLC-gamma1 inh: 2; SIAE primary: 4; DDE Tn6 FP inh: -2; ADAM17 inh: 4; ARFGAP1 inh: -4; Tn7 DDE FP: -5; ADAM10 inh: 4; TDP2 inh: -2; ASAP1 GAP inh: 15

What do the screens show for `CCOC(=O)C1=C(COC(=O)CNS(=O)(=O)c2ccc(NC(C)=O)cc2)NC(=O)NC1C` (stereo not given)?
PLC-beta3 inh: -8; PLC-gamma1 inh: -6; SIAE primary: -7; DDE Tn6 FP inh: -6; ADAM17 inh: -1; ARFGAP1 inh: -3; Tn7 DDE FP: -8; ADAM10 inh: -19; TDP2 inh: -8; ASAP1 GAP inh: 15

What do the screens show for `Cc1cc(C)n2nc3ccccc3c2n1`?
PLC-beta3 inh: -212; PLC-gamma1 inh: -160; SIAE primary: -5; DDE Tn6 FP inh: 4; ADAM17 inh: -13; ARFGAP1 inh: 12; Tn7 DDE FP: -6; ADAM10 inh: -42; TDP2 inh: -4; ASAP1 GAP inh: -2

What do the screens show for `Oc1oc(-c2ccccc2)nc1C=NCc1ccncc1`?
PLC-beta3 inh: 7; PLC-gamma1 inh: 8; SIAE primary: -4; DDE Tn6 FP inh: -15; ADAM17 inh: 0; ARFGAP1 inh: 10; Tn7 DDE FP: -4; ADAM10 inh: 2; TDP2 inh: 7; ASAP1 GAP inh: -5

How did COc1ccccc1CNC(=O)c1cc2c(C)nn(Cc3ccc(F)cc3)c2s1 do in these assays?
PLC-beta3 inh: 2; PLC-gamma1 inh: 4; SIAE primary: -11; DDE Tn6 FP inh: -2; ADAM17 inh: 5; ARFGAP1 inh: 3; Tn7 DDE FP: -5; ADAM10 inh: 2; TDP2 inh: 1; ASAP1 GAP inh: 1

How did COc1cc(/C=C/C(=O)N2CCN(Cc3ccccc3)CC2)cc(OC)c1OC do in these assays?
PLC-beta3 inh: -30; PLC-gamma1 inh: -20; SIAE primary: 7; DDE Tn6 FP inh: -5; ADAM17 inh: -10; ARFGAP1 inh: 0; Tn7 DDE FP: 5; ADAM10 inh: -28; TDP2 inh: 5; ASAP1 GAP inh: 9

How did NC(=O)c1cnn2c(C(F)(F)F)cc(-c3ccc(F)cc3)nc12 do in these assays?
PLC-beta3 inh: inactive; PLC-gamma1 inh: -377; SIAE primary: -8; DDE Tn6 FP inh: -16; ADAM17 inh: -43; ARFGAP1 inh: -3; Tn7 DDE FP: -1; ADAM10 inh: -205; TDP2 inh: -12; ASAP1 GAP inh: -3

How did O=C(Nc1ccc2c(c1)OCO2)C1CCCCN1S(=O)(=O)c1ccccc1 (stereo not given) do in these assays?
PLC-beta3 inh: -1; PLC-gamma1 inh: -3; SIAE primary: 7; DDE Tn6 FP inh: 0; ADAM17 inh: -1; ARFGAP1 inh: 1; Tn7 DDE FP: 10; ADAM10 inh: 0; TDP2 inh: 8; ASAP1 GAP inh: 2

Results for COc1cccc(CNC(=O)C2CCN(c3nn4c(=O)cc(C)nc4s3)CC2)c1 ?
PLC-beta3 inh: -5; PLC-gamma1 inh: 1; SIAE primary: 4; DDE Tn6 FP inh: -8; ADAM17 inh: -4; ARFGAP1 inh: 9; Tn7 DDE FP: 5; ADAM10 inh: 4; TDP2 inh: -1; ASAP1 GAP inh: 8

How did CCN(CC)CCNC(=O)Cc1nn(CC)c(=O)c2ccccc12 do in these assays?
PLC-beta3 inh: -14; PLC-gamma1 inh: 4; SIAE primary: 9; DDE Tn6 FP inh: 5; ADAM17 inh: 0; ARFGAP1 inh: 12; Tn7 DDE FP: -4; ADAM10 inh: -2; TDP2 inh: 4; ASAP1 GAP inh: 7

How did O=C(OCC(=O)c1ccc[nH]1)c1ccc(Cl)c(Cl)c1 do in these assays?
PLC-beta3 inh: -5; PLC-gamma1 inh: 0; SIAE primary: -6; DDE Tn6 FP inh: 4; ADAM17 inh: 0; ARFGAP1 inh: 12; Tn7 DDE FP: 0; ADAM10 inh: -13; TDP2 inh: 3; ASAP1 GAP inh: 7

How did C[C@H](CO)N1C[C@H](C)[C@H](CN(C)S(=O)(=O)c2cccs2)Oc2ncc(-c3cc4ccccc4o3)cc2C1=O do in these assays?
PLC-beta3 inh: -125; PLC-gamma1 inh: -92; SIAE primary: -4; DDE Tn6 FP inh: -6; ADAM17 inh: -34; ARFGAP1 inh: -2; Tn7 DDE FP: 2; ADAM10 inh: -131; TDP2 inh: 9; ASAP1 GAP inh: 5

Results for Cc1cc(C)c2nc(C(F)(F)F)c(C#N)c(N)c2c1 ?
PLC-beta3 inh: 3; PLC-gamma1 inh: 2; SIAE primary: 1; DDE Tn6 FP inh: 0; ADAM17 inh: -2; ARFGAP1 inh: -9; Tn7 DDE FP: -6; ADAM10 inh: 4; TDP2 inh: 1; ASAP1 GAP inh: -14

What do the screens show for `O=C(Cc1c(F)cccc1Cl)Nc1ccon1`?
PLC-beta3 inh: 1; PLC-gamma1 inh: 1; SIAE primary: 1; DDE Tn6 FP inh: -3; ADAM17 inh: -1; ARFGAP1 inh: -4; Tn7 DDE FP: -3; ADAM10 inh: 1; TDP2 inh: -2; ASAP1 GAP inh: 1

How did CN(C)S(=O)(=O)c1ccc(C(=O)NCC2CC2(Cl)Cl)cc1 (stereo not given) do in these assays?
PLC-beta3 inh: 0; PLC-gamma1 inh: 1; SIAE primary: 0; DDE Tn6 FP inh: -1; ADAM17 inh: 1; ARFGAP1 inh: 4; Tn7 DDE FP: -4; ADAM10 inh: 3; TDP2 inh: 10; ASAP1 GAP inh: -10

Results for CCc1nnc(NC(=O)CN2CCN(C(=O)c3ccccc3)CC2)s1 ?
PLC-beta3 inh: 0; PLC-gamma1 inh: -1; SIAE primary: 4; DDE Tn6 FP inh: -2; ADAM17 inh: -3; ARFGAP1 inh: 2; Tn7 DDE FP: 5; ADAM10 inh: -6; TDP2 inh: -6; ASAP1 GAP inh: -6
